PolyA inhibitor: blocks polyadenylation in yeast reporter cells. calls only at 12 µM. AID 1875. S. cerevisiae SKY197-pL101 polyadenylation reporter, beta-gal luminescence; efflux-impaired pdr1/pdr3 knockout yeast; score 100 = 6 SD above DMSO. 300,000 tested, 0.02% active;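 active = lowest replicate activity score at least 50, where 100 means six control SD above control mean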;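 also: yeast exposed to compound for 9 h at 30 °C; higher score means more reporter readthrough which indicates perturbed polyadenylation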
KCNK9 inh: human KCNK9 channel inhibition; HEK293 KCNK9, FluxOR thallium flux fluorescence; stronger effect = lower value; Q9NPC2; B-score at 10 µM; 310,000 tested, 1.2% active;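 active = ratio B-score over 3 SD below the library mean, with starting fluorescence within 5 SD of its mean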;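 also: negative B-score means less thallium flux so channel inhibition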
Target sequence (Q9NPC2 whole entry, looked up): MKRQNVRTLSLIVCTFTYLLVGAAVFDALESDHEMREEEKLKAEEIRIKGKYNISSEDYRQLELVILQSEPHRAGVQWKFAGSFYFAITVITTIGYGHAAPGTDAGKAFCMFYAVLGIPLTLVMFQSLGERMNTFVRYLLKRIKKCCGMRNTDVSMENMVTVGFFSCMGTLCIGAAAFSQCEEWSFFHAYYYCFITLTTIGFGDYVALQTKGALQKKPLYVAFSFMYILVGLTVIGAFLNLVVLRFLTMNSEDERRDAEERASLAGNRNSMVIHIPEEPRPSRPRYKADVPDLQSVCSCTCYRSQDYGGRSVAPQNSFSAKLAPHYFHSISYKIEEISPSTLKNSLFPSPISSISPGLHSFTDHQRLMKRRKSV
KCNQ1 act: human KCNQ1 channel potentiation or activation | B-score at 10 µM | AID 2648 | P51787 | 310,000 tested, 0.35% active | CHO-K1 KCNQ1, thallium flux FluxOR fluorescence; stronger effect = higher value;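 active = fluorescence ratio B-score, a plate-corrected score, at least three library SD, with initial intensity B-score within 5 SD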
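Assay system: CHO-K1 cells stably expressing KCNQ1. Medium: assay buffer for compound exposure, DMSO matched across wells. Timing: 37 °C overnight plating, 90-min dark dye load, 20-min compound pretreatment. Signal: kinetic FluxOR fluorescence, 10 s baseline plus 110 s post-stimulus.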
GSK3beta inhib: human GSK3beta kinase inhibition; P49841; GST-GSK3beta kinase, ADP-Glo luminescence, 60 min; stronger effect = lower value; activity score (negative = inhibition), % at 10 µM; 300,000 tested, 0.038% active; AID 2097;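 active = more than half of replicate wells score below -50%, meaning over 50% inhibition versus plate controls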;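 also: 0% = median DMSO wells and -100% = median GW8510 positive control wells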
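Test system – GST-tagged human GSK3beta kinase, cell-free · Incubation – 60 min enzyme reaction, room temperature · Signal – ADP-Glo luminescence · Also added – peptide substrate and ATP at 25 µM · Controls – DMSO neutral wells and GW8510 at 20 µM as positive · Buffer or medium – Tris/MgCl2 kinase buffer · Measure – Luminescence-derived activity versus plate DMSO and GW8510 wells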
KCNQ1 inh: human KCNQ1 channel inhibition | P51787 | CHO-K1 KCNQ1, FluxOR thallium flux fluorescence; stronger effect = higher value | B-score at 10 µM | 310,000 tested, 1.3% active | AID 2642;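 active = compounds whose thallium flux B-score, printed positive for inhibition, exceeds three library SD while starting fluorescence stays within three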;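 also: channel opened by potassium depolarization with thallium stimulus after 20 min compound exposure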
hERG rescue: hERG (human) protection from proarrhythmic block. AID 1511. 310,000 tested, 0.51% active. CHO-hERG, FluxOR thallium flux, dofetilide IC70 present. Q12809. activation (rescue from dofetilide block), less the hit threshold, % at 10 µM;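 active = activation above the mean of controls blocked by dofetilide plus 5 SD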;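 also: thallium influx through hERG after potassium depolarization seen as dye fluorescence rise; in these data hits start at about 4.7%; inactives centre near -7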
RGS4 act: RGS4 potentiation or activation; HEK293 M3R/inducible RGS4, carbachol calcium flux Fluo4; stronger effect = lower value; B-score at 10 µM; 310,000 tested, 0.92% active; AID 463111;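 active = B-score of the integrated calcium signal more than 4 SD below the library mean, with starting fluorescence not abnormally high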;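 also: negative B-score means reduced calcium response which marks RGS4 activation or potentiation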
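Material: M3R-expressing HEK293 line, RGS4 induced by doxycycline | Schedule: Overnight RGS4 induction, 30 min dye load 37 °C, 20 min compound RT | Measured by: Fluo4 fluorescence kinetic imaging of calcium | Read-out: Integrated calcium ratio converted to B score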
KCNK3 block: human KCNK3 channel inhibition, primary screen; O14649; CHO-KCNK3 thallium flux, FluxOR fluorescence; stronger effect = lower value; B-score at 10 µM; 340,000 tested, 0.84% active; AID 602410;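 active = B-score under library mean minus 4 SD, starting fluorescence ratio at most library mean plus 5 SD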;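 also: more negative B-score means stronger inhibition of thallium flux through KCNK3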
GSK3 alpha inh: blocks human GSK-3 alpha kinase. ADP-Glo luminescence, 60 min. inhibition, % at 10 µM. 320,000 tested, 0.1% active;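 in the data active = inhibition above about 50%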;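 also: GST-tagged GSK-3 alpha with peptide substrate and 25 µM ATP; 0% = DMSO neutral wells and 100% = GW8510 positive control wells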
Target sequence (P49840 whole entry, looked up): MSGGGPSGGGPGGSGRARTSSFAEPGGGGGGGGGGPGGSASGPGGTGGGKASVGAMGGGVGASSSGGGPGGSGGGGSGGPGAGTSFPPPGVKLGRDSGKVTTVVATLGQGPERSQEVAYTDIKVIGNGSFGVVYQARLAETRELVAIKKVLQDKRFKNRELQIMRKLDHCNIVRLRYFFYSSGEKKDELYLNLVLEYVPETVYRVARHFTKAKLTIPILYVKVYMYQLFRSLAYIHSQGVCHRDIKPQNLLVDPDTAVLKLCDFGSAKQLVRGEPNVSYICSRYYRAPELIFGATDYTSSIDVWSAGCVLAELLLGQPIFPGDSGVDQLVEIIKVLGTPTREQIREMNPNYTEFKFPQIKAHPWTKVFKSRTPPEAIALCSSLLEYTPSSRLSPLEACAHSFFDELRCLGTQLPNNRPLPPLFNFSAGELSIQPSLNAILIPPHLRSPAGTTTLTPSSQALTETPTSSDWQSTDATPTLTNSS
Dyrk1A ADPGlo: inhibitors of rat Dyrk1A kinase. Q63470. ADP-Glo luminescence, NFATc1 peptide. inhibition, % at 12.5 µM. 310,000 tested, 0.43% active. AID 504441; in the data active = inhibition above about 50%;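 also: plate controls were vehicle with enzyme for no effect and no enzyme for full effect; many of its hits are not listed in these tables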
RGS4 inh: inhibitors of human RGS4 | P49798 | HEK293 M3R/RGS4 inducible, Fluo-4 calcium flux; stronger effect = higher value; triggered by carbachol at its EC20 | B-score at 10 µM | 310,000 tested, 0.45% active | AID 463165;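 active = B-score, a plate-corrected calcium signal, over three deviations above library mean, with baseline fluorescence within five deviations of library mean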;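 also: RGS4 expression induced by doxycycline in cells with stable M3 receptor; B-score is computed from the integrated fluorescence ratio over baseline after carbachol; higher B-score means a larger calcium signal and so more RGS4 inhibition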
Target sequence (P49798 whole entry, looked up): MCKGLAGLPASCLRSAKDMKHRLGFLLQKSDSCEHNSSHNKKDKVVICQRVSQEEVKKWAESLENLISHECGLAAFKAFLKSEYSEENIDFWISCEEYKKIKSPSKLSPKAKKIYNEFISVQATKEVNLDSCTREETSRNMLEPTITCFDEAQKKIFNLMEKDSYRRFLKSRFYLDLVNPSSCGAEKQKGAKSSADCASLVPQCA
Numbers without * were called inactive; i = inactive; . = not tested or not shown.

SMILES | PolyA inhibitor | KCNK9 inh | KCNQ1 act | GSK3beta inhib | KCNQ1 inh | hERG rescue | RGS4 act | KCNK3 block | GSK3 alpha inh | Dyrk1A ADPGlo | RGS4 inh
COC(=O)C1=C(N)N(c2ccccc2C(F)(F)F)C2=C(C(=O)CCC2)C1c1ccc2c(c1)OCO2 (stereo not drawn) | i | i | i | 4 | i | -3 | i | i | 0 | -8 | i
Cn1c(=O)c(C(=O)CSc2nncs2)c(N)n(Cc2ccccc2)c1=O | i | i | i | 2 | i | -3 | i | i | 3 | 0 | i
N#Cc1cccc(C(=O)OCC(=O)NC(=O)NC2CCCCC2)c1 | . | i | i | 1 | i | -11 | i | i | -2 | 16 | i
COc1ccccc1N1C(=O)CCC1(C#N)c1ccccc1 (stereo not drawn) | i | i | i | 1 | i | -5 | i | i | -2 | -7 | i
COc1ccnc(CSC(N)=Nc2cccc(C(F)(F)F)c2)c1 | i | i | i | 0 | i | -16 | i | i | 8 | 10 | i
CCOc1ccc(Cl)cc1CSc1ncn[nH]1 | i | i | i | -3 | i | -7 | i | i | 0 | 3 | i
O=C(CSc1nnc(-c2ccccn2)n1-c1ccc(Cl)cc1)Nc1ccc2c(c1)OCO2 | i | i | i | 3 | i | -5 | i | i | -5 | 3 | i
Cc1ccccc1OCC(=O)OC1CCN(C)CC1 | i | i | i | -7 | i | -2 | i | i | . | 10 | i
COC(=O)c1ccc(C2C(C#N)=C(N)Oc3cc(C)n(C)c(=O)c32)cc1 (stereo not drawn) | i | i | i | 0 | i | -11 | i | i | -1 | 6 | i
COc1ccc(/C=C/C(=O)Nc2nnc(C(C)C)s2)cc1OC | i | i | i | -9 | i | -12 | i | i | 14 | . | i
Cn1c(=N)n(CC(=O)O)c2ccccc21 | i | i | i | 3 | i | -13 | i | i | -4 | -1 | i
Cc1cc(NC(=O)CCC(=O)N(c2ccccc2)C(C)C(=O)NC2CCCC2)no1 (stereo not drawn) | i | i | i | 2 | i | -5 | i | i | -1 | -7 | i
CC1CCCN(CC(O)CN)C1 (stereo not drawn) | i | i | i | 6 | i | -11 | i | i | 4 | -2 | i
C#CCN1C(=O)C(O)(c2c(C)[nH]c3ccccc23)c2ccccc21 (stereo not drawn) | i | i | i | -7 | i | -12 | i | i | -35 | -3 | i
Cc1ccc(S(=O)(=O)CCNC(=O)Cc2ccc(Cl)cc2)cc1 | i | i | i | 0 | i | -4 | i | i | -2 | -7 | i
CN1C(=O)c2cccc(N(C)C)c2C1=O | i | i | i | -1 | i | -11 | i | i | -2 | -2 | i
COc1cccc(-c2ccc(NC(=O)C3CCCN(CCCn4nc(C)cc4C)C3)cc2)c1 (stereo not drawn) | i | i | i | 2 | i | -20 | i | i | -1 | 3 | i
COc1cc(S(=O)(=O)Nc2c(C)cc(C)cc2C)ccc1Cl | i | i | i | -1 | i | 3 | i | i | -5 | -6 | i
CN(C)CCCNc1oc(-c2ccc(Cl)cc2)nc1C#N | i | i | i | -3 | i | -7 | i | i | -1 | 5 | i
CC1(C)Cc2c(sc(NC(=O)c3ccco3)c2C(=O)O)CO1 | i | i | i | -2 | i | -2 | i | i | 0 | -2 | i

Pulled by structure from the list above:
SMILES | PolyA inhibitor | KCNK9 inh | KCNQ1 act | GSK3beta inhib | KCNQ1 inh | hERG rescue | RGS4 act | KCNK3 block | GSK3 alpha inh | Dyrk1A ADPGlo | RGS4 inh
COc1cc(S(=O)(=O)Nc2c(C)cc(C)cc2C)ccc1Cl | i | i | i | -1 | i | 3 | i | i | -5 | -6 | i
COc1ccccc1N1C(=O)CCC1(C#N)c1ccccc1 (stereo not drawn) | i | i | i | 1 | i | -5 | i | i | -2 | -7 | i

As entered above:
Value for COc1cc(S(=O)(=O)Nc2c(C)cc(C)cc2C)ccc1Cl in GSK3beta inhib: -1
Value for Cc1ccccc1OCC(=O)OC1CCN(C)CC1 in hERG rescue: -2
Value for N#Cc1cccc(C(=O)OCC(=O)NC(=O)NC2CCCCC2)c1 in GSK3 alpha inh: -2
Value for COc1cccc(-c2ccc(NC(=O)C3CCCN(CCCn4nc(C)cc4C)C3)cc2)c1 (stereo not drawn) in Dyrk1A ADPGlo: 3
Value for CN(C)CCCNc1oc(-c2ccc(Cl)cc2)nc1C#N in GSK3 alpha inh: -1
Value for O=C(CSc1nnc(-c2ccccn2)n1-c1ccc(Cl)cc1)Nc1ccc2c(c1)OCO2 in GSK3beta inhib: 3

(further entries)
SMILES | PolyA inhibitor | KCNK9 inh | KCNQ1 act | GSK3beta inhib | KCNQ1 inh | hERG rescue | RGS4 act | KCNK3 block | GSK3 alpha inh | Dyrk1A ADPGlo | RGS4 inh
CCOC(=O)C1CCCN(C(=O)c2ccc(S(=O)(=O)N3CCCC3)cc2)C1 (stereo not drawn) | i | i | i | -1 | i | -12 | i | i | -3 | 1 | i
Cc1ccc(C2CC(=O)c3cnn(-c4nc(C)cc(C)n4)c3C2)cc1 (stereo not drawn) | i | i | i | 3 | i | -10 | i | i | . | 0 | i
O=C1CC(c2ccccc2)Oc2cc(O)cc(O)c21 (stereo not drawn) | i | i | i | -6 | i | -9 | i | i | 1 | 26 | i
COc1ccc(NC(=O)c2ccccc2NC(=O)c2ccco2)c(OC)c1 | i | i | i | -1 | i | -6 | i | i | -3 | -1 | i
O=C(O)C1CC=CCC1C(=O)NC12CC3CC(CC(C3)C1)C2 (stereo not drawn) | i | i | i | 3 | i | -12 | i | i | -1 | -5 | i
O=C(Cc1ccccc1Cl)N/N=C/c1cccnc1 | i | i | i | 3 | i | -7 | i | i | 2 | 1 | i
CCOc1ccc(C(=O)NC(=S)Nc2ccc(NC(=O)c3ccco3)cc2)cc1[N+](=O)[O-] | i | i | i | 5 | i | -9 | i | i | 13 | -3 | i
Cc1ccc(-n2ncc3c(NCc4ccco4)ncnc32)cc1C | i | i | i | 0 | i | -9 | i | i | -2 | . | i
O=C(NCc1ccco1)/C(=C/c1ccc(Cl)cc1)NC(=O)c1ccco1 | i | i | i | 1 | i | -7 | i | i | 4 | -1 | i
CC(=O)Oc1cc2cccc(OC(C)=O)c(=O)c2c(OC(C)=O)c1OC(C)=O | i | i | i | -3 | i | -10 | i | i | -3 | 64* | i
CCCn1c(C)cc(/C=C(\C#N)C(=O)O)c1C | i | i | i | -3 | i | -15 | i | i | -5 | -2 | i
O=S(=O)(c1ccccc1)N1CCN(c2nc(-c3cccs3)nc3ccccc23)CC1 | i | i | i | 3 | i | -27 | i | . | -2 | . | i
O=C(Cn1cc2c(n1)CCCC2)NCCCN1CCN(C2CCCCC2)CC1 | i | i | i | 2 | i | -6 | i | i | -4 | -1 | i
Cc1ccc2cccc(OCc3ccccc3)c2n1 | i | i | i | 4 | i | -7 | i | i | 0 | . | i
FC(F)Sc1nc2ccccc2[nH]1 | i | i | i | 2 | i | -2 | i | i | -5 | . | i
COc1ccc(C2CCCN2C(=S)Nc2ccccc2C)cc1OC (stereo not drawn) | i | i | i | 1 | i | -8 | i | i | 0 | 6 | i
CCn1cc(C(C)NC(=O)COc2ccc(Cl)cc2C)c(C)n1 (stereo not drawn) | i | i | i | 29 | i | -7 | i | i | -3 | 0 | i
CCc1ccc(NC(=S)N(Cc2ccccc2)Cc2ccccn2)cc1 | i | i | i | 4 | i | -4 | i | i | -2 | . | i
CCCn1c(=O)c(/C(N)=N/O)nn(-c2cccc(C(F)(F)F)c2)c1=O | i | i | i | 2 | i | -8 | i | i | -3 | 3 | i
CCCN(C(=O)COC(=O)CCOc1ccccc1C)c1c(N)n(Cc2ccccc2)c(=O)[nH]c1=O | i | i | i | 1 | i | -6 | i | i | 2 | -5 | i
Cn1c(OCc2cccnc2)nc2c1c(=O)n(Cc1ccc(Br)cc1)c(=O)n2C | i | i | i | -1 | i | -18 | i | i | -2 | -4 | i
N/C(=N\OC(=O)CCC1CCCC1)c1ccc([N+](=O)[O-])cc1 | i | i | i | 0 | i | -9 | i | i | -1 | 12 | i
CC(=O)N1CCC2(CC1)CC(=O)c1cc(Cl)ccc1O2 | i | i | i | -2 | i | -5 | i | i | -2 | 0 | i
COc1cccc(CC(NC(C)=O)C(=O)NC2CCN(S(=O)(=O)c3ccc(NC(C)=O)cc3)CC2)c1OC (stereo not drawn) | i | i | i | 1 | i | -7 | i | i | -1 | 4 | i
COCCCNC(=O)c1ccc(S(=O)(=O)c2ccc(Cl)cc2)c(NC(C)=O)c1 | i | i | i | 0 | i | -1 | i | i | 0 | -1 | i
CN(CCC#N)C(=O)COC(=O)c1ccc(CNS(=O)(=O)c2ccc(F)c(Cl)c2)cc1 | i | i | i | 1 | i | -4 | i | i | 0 | 2 | i
CSc1cc(C)n(-c2ccccc2)c(=S)c1C(C)=O | i | i | i | -2 | i | -10 | i | i | -1 | 10 | i
O=C(NCc1ccco1)Nc1ccc(Br)cc1Cl | i | i | i | 0 | i | -11 | i | i | 3 | -2 | i
O=C1Nc2ccccc2C1(O)c1ccccc1 (stereo not drawn) | i | i | i | 4 | i | -5 | i | i | 0 | 0 | i
O=C(NCc1ccco1)c1ccccc1O | i | i | i | -1 | i | -3 | i | i | -2 | . | i
Cc1ccc(NC(=O)c2cnccn2)cc1C | i | i | i | -4 | i | -6 | i | i | -2 | 1 | i
CC(c1cccs1)N(C(=O)Nc1ccccc1)C1CCCCC1 (stereo not drawn) | i | i | i | -5 | i | -20 | i | i | -1 | 0 | i
O=S1(=O)C=CC(Nc2cccc(Cl)c2)C1 (stereo not drawn) | i | i | i | -1 | i | -2 | i | i | -1 | -2 | i
COc1ccc(CNC(=O)c2sccc2C)cc1 | i | i | i | -1 | i | -4 | i | i | -2 | -2 | i
COC(=O)c1sccc1NC(=O)Nc1ccc(C(C)=O)cc1 | . | i | i | 1 | i | -13 | i | i | . | 11 | i
Cc1onc(-c2c(Cl)cccc2Cl)c1C(=O)N1CCN(c2ccccc2)CC1 | i | i | i | -3 | i | -9 | i | i | 0 | -72 | i
Cc1ccccc1OCc1nc2ccc(S(=O)(=O)N3CCOCC3)cc2[nH]1 | . | i | i | 1 | i | -8 | i | i | -1 | 1 | i

Source: PubChem

These rows are one share of the data; rates above refer to the full screens.
